Bioassay records (PubChem BioAssay)
NCOA3 inh: inhibitors of human steroid receptor coactivator 3 (SRC3); 360,000 compounds, 0.17% hits; inhibition, % at 3.6 µM; HEK293 GAL4-SRC3 luciferase reporter, luminescence; Q9Y6Q9;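 active means inhibition above a per-campaign cutoff, the mean of all compounds plus 3 SD, cut at about 60% in these data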;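 further: 0% = DMSO-treated cells and 100% = gossypol-treated cells at 36 µM; higher means less SRC3-driven luciferase light from the GAL4 reporter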
TROY signal inh: inhibitors of TROY-dependent NF-kB signaling. Q293 LMP1-TROYcd NF-kB luciferase reporter, 4 h. inhibition, % at 10 µM. 360,000 compounds, 0.98% hits;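 active means compounds whose plate-normalised and pattern-corrected inhibition of the luciferase reporter signal at the single screening dose is 50% or more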
NCOA1 inh: inhibitors of human steroid receptor coactivator 1 (SRC1); Q15788; HEK293 GAL4-SRC1 luciferase reporter, luminescence; inhibition, % at 3.6 µM; 360,000 compounds, 0.12% hits;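 active means inhibition above the campaign mean plus 3 SD, with each screening campaign given its own cutoff, cut at about 60% in these data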;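 further: 0% = DMSO treated cells and 100% = gossypol at 36 µM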
NR5A2 inv ag: inverse agonists of human LRH-1 (NR5A2); HEK293T StAR-luciferase reporter, LRH-1 transfected, 24 h; 360,000 compounds, 0.13% hits; inhibition, % at 3.6 µM; O00482;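 active means inhibition above the mean inhibition of all tested compounds plus 3 SD, cut at about 73% in these data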;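 further: 0% = DMSO wells and 100% = reporter-only cells lacking LRH-1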
NCOA2 inhibitor: inhibits human steroid receptor coactivator 2; inhibition, % at 9 µM; 370,000 compounds, 0.17% hits; Q15596; AID 651957; HEK293 GAL4-SRC2 luciferase reporter, luminescence;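 active means inhibition above the mean inhibition of all tested compounds plus 3 SD, set per campaign, cut at about 52% in these data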;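 further: 0% = DMSO treated cells and 100% = cells given Gossypol at 36 µM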
TLR9-MyD88 block: TLR9-MyD88 interaction inhibition; inhibition, % at 4.98 µM; AID 504734; Q9NR96+Q99836; 340,000 compounds, 0.21% hits; CHO BLA complementation TLR9-MyD88, CCF4 FRET ratio;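 active means inhibition above the mean over all tested compounds plus 3 SD, cut at about 21% in these data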;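 further: 0% = DMSO only wells and 100% = clavulanate BLA inhibitor control wells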
Target sequence (Q99836 whole entry, looked up): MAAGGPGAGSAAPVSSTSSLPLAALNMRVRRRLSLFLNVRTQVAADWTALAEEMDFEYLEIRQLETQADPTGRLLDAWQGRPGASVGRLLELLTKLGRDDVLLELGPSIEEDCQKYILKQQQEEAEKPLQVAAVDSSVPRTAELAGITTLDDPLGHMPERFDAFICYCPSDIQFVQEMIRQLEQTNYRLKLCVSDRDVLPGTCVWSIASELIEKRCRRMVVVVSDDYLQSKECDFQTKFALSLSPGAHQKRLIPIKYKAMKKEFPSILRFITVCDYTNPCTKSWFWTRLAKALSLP
Target sequence (Q9NR96 whole entry, looked up): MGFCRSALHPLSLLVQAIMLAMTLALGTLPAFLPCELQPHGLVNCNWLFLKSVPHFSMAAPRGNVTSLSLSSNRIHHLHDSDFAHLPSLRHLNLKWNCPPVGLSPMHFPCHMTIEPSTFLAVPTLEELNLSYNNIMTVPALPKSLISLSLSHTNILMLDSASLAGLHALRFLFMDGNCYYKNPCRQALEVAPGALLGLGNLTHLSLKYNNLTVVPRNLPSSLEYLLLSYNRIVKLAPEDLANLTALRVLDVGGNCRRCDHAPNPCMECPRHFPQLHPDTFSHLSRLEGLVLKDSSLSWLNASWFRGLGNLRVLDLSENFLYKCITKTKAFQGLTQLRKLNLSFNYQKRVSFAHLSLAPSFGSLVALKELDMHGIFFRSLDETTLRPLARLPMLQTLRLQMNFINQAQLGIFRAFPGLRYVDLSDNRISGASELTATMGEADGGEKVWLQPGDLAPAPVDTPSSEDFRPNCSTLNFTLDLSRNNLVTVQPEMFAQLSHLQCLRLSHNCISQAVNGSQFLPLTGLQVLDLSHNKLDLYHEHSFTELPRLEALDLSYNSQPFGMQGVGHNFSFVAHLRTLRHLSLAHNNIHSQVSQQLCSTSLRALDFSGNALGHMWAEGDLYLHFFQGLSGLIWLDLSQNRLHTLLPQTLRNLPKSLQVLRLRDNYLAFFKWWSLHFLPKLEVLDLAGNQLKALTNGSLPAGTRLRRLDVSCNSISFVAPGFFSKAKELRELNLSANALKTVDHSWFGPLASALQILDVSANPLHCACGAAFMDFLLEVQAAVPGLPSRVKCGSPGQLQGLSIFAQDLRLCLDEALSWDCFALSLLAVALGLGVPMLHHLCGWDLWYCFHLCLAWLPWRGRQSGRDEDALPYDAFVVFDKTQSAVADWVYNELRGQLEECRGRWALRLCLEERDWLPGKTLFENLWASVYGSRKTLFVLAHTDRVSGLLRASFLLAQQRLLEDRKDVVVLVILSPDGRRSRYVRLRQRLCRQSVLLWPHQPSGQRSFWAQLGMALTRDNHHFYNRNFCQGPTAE
NOD2 RIPK2 PPI: inhibitors of human NOD2-RIPK2 interaction; inhibition, % at 4.98 µM; 360,000 compounds, 0.38% hits; CHO BLA complementation NOD2-RIPK2, CCF4 ratio; O43353; in the data active means inhibition above about 21%;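 further: 0% = vehicle only and 100% = reference blocker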
TRAIL sens C8: caspase-8 TRAIL sensitization. inhibition (viability loss, TRAIL sensitization), % at 10 µM. AID 624354. NB7+C8 cells + TRAIL, ATPlite viability luminescence. 360,000 compounds, 1% hits;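 active means compounds causing at least 50% loss of cell viability in the single-dose screen, relative to plate controls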
EBV LMP1 NFkB: inhibitors of Epstein-Barr LMP1-induced NF-kappaB reporter; LMP1-induced NF-kappaB luciferase reporter cells, luminescence; AID 504558; inhibition, % at 12.5 µM; 350,000 compounds, 0.69% hits; in the data active means inhibition above about 41%;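 further: 0% = neutral control wells and 100% = reference inhibitor control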
Vif imaging: inhibitors of HIV Vif; HEK293T cells, Vif self-association by quenched fluorescence, imaging, 24 h; inhibition, % at 7.49 µM; 340,000 compounds, 0.35% hits; in the data active means inhibition above about 50%, passing the limit was not always enough; further: some results filed as inactive read as strong as hits
COUP-TFII inh: NR2F2 (human) inhibition, primary screen. P24468. HEK293T NGFI-A luciferase reporter, luminescence. inhibition, % at 8.6 µM. 370,000 compounds, 0.7% hits. AID 686940;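 active means inhibition above a per-plate cutoff, mean inhibition of test wells between control levels plus 3 SD, cut at about 38% in these data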;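 further: cells cotransfected with COUP-TFII expression vector driving the NGFI-A reporter; 0% = median of COUP-TF2 test wells and 100% = reporter-only cells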
An asterisk follows results filed as active; / = not tested or not shown; & = joins results of further samples; ! = not confirmed by another sample. This is a subset; count on the stated rates, not on these rows.

SMILES	NCOA3 inh	TROY signal inh	NCOA1 inh	NR5A2 inv ag	NCOA2 inhibitor	TLR9-MyD88 block	NOD2 RIPK2 PPI	TRAIL sens C8	EBV LMP1 NFkB	Vif imaging	COUP-TFII inh
CC(C)C[C@@H](CN1CCC[C@H]1CN1C(=O)C(=O)NC[C@@H]1Cc1ccc(O)cc1)N1C[C@H](Cc2ccc(O)cc2)N(CC2CCCCC2)C(=O)C1=O	/	10	/	-17	2	/	-8	-15	/	/	5
CCOC(=O)N1CCN(C(=O)c2ccc3c(=O)n(CCC4=CCCCC4)c(=O)[nH]c3c2)CC1	1	13	6	22	5	5	1	3	-4	-12	11
CCOc1cc(/C=C/C(=O)c2ccc(OC)c(CN3CCOCC3)c2)cc(Br)c1O	18	-11	10	-10	-1	3	4	-10	-1	3	-10
CCC(C(=O)N1CCC(C(N)=O)CC1)n1nc(C)n2c(cc3occc32)c1=O (stereo not drawn)	23	-7	-12	-7	22	1	-5	1	-3	-3	-4
O=C1/C(=C\c2ccc(O)cc2)CCC1CNc1ccc(Cl)cc1 (stereo not drawn)	-5	-30	-11	-7	2	0	2	12	-35	3	-18
COc1cccc(C(=O)Oc2cc(-c3ccccc3)no2)c1	-17	-3	-4	4	-8	-2	-7	1	-2	5	-11
Cc1ccc(/C=C/C(=O)Nc2ccc(S(=O)(=O)Nc3cc(C)nc(C)n3)cc2)cc1	6	7	-19	-38	4	-1	-5	11	-2	13	-7
Cc1ccc(NC(=O)CN2CCN(C(=O)c3ccco3)CC2)cc1S(=O)(=O)N(C)C	7	6	-14	0	-2	-14	-10	-22	2	-1	2
CN1CC(C(=O)O)Cc2c1ccc1ccccc21 (stereo not drawn)	5	-18	3	-15	4	-6	2	-21	4	8	-1
CNC(C)C(=O)NC(C(=O)NC(C)C(=O)NNc1ccccc1)C(C)C (stereo not drawn)	-17	-10	-13	3	-14	/	3	0	/	/	-5
CCOc1cc(NS(=O)(=O)c2ccc(NC(C)=O)cc2)c(OCC)cc1NC(=O)c1cccs1	11	12	-2	-16	-20	15	-9	8	-10	-15	2
CCCCN(C(=O)/C=C/c1ccccc1)C1CCS(=O)(=O)C1 (stereo not drawn)	0	-15	28	-3	-9	-8	-17	0	7	/	5
CCc1ccc(/C(C)=N/NS(=O)(=O)c2ccc(OC)cc2)s1	9	8	3	8	1	0	-9	9	-4	1	8
Cc1nc(-c2ccc(NC(=O)CC(C)C)cc2)cs1	-61	-94	-71	-65	-37	8	0	53*	-35	-10	-25
CCOC(=O)c1cnc(SCC(=O)c2ccc3c(c2)OCCO3)nc1N	-2	-3	-14	-12	3	-10	-4	6	5	3	-17
COc1ccc(C(=O)O)cc1S(=O)(=O)Nc1cccc(C)c1	-3	-5	7	-15	10	0	-4	-11	-8	-2	-1
Nc1ccc2c(O)cc(S(=O)(=O)O)cc2c1	1	13	-16	-12	-29	-5	-4	-5	9	0	5
Cc1c(C(=O)NCc2c(F)cc(F)cc2F)oc2ccc(S(=O)(=O)N3CCOCC3)cc12	-14	7	20	7	-5	3	0	10	11	-2	18
CC(=O)NC(NC(C)=O)c1ccc(N(C)C)cc1	-2	0	3	-3	-6	2	0	-6	-3	11	-5
C1CCC2(CC1)C1=C(CCCC1)Nc1nnnn12	7	-7	-3	-10	24	-4	3	-1	-8	-2	-3

Shown with values under each structure: 2 of the compounds above.
Below each SMILES – NCOA3 inh	TROY signal inh	NCOA1 inh	NR5A2 inv ag	NCOA2 inhibitor	TLR9-MyD88 block	NOD2 RIPK2 PPI	TRAIL sens C8	EBV LMP1 NFkB	Vif imaging	COUP-TFII inh
> CCCCN(C(=O)/C=C/c1ccccc1)C1CCS(=O)(=O)C1 (stereo not drawn)
    0	-15	28	-3	-9	-8	-17	0	7	/	5
> C1CCC2(CC1)C1=C(CCCC1)Nc1nnnn12
    7	-7	-3	-10	24	-4	3	-1	-8	-2	-3

Next section.
SMILES	NCOA3 inh	TROY signal inh	NCOA1 inh	NR5A2 inv ag	NCOA2 inhibitor	TLR9-MyD88 block	NOD2 RIPK2 PPI	TRAIL sens C8	EBV LMP1 NFkB	Vif imaging	COUP-TFII inh
O=C(CCCc1ccccc1)NCCS(=O)(=O)N1CCN(c2ccccc2)CC1	-4	1	3	-4	15	5	3	-13	-1	4	5
CC1CCC(C(C)C)C(OC(=O)Cn2c(-c3ccccc3)[n+](C)c3ccccc32)C1 (stereo not drawn)	79*	57*	58&53	75*	39&19	-5&6	1&-3	58*!	-21&-11	-16&-26	57*
CCCCN(C(=O)C1CSC2(C)CCC(=O)N12)c1c(N)n(CC(C)C)c(=O)[nH]c1=O (stereo not drawn)	1	4	-25	-19	-27	3	-18	-16	1	4	1
CC(C)(C)[C@H](N)C(=O)N[C@H]1CCC2C3CC=C4C[C@@H](O)CC[C@]4(C)C3CC[C@@]21C (stereo partly drawn)	1	-6	-4	21	-1	6	21*	40	-95	-3	14
COc1ccc(NC(=O)CC2(CC(=O)N3CCOCC3)CCCC2)cc1Cl	4	5	-9	-9	15	-2	-5	-38	-5	7	-3
Cc1nc2ccccc2nc1OCC(=O)NCc1ccc2c(c1)OCO2	25	-11	-9	14	-6	-2	3	8	0	1	5
Cc1ccc(NC(=O)Nc2ccc(F)cc2)cc1Cl	-40	-44	-51	-49	-28	-9	-4	9	-17	-14	-37
Cc1ccc(S(=O)(=O)N(C)CCCC(=O)Nc2ccncc2)cc1	-8	7	3	13	10	-4	-17	17	2	-6	42*
Cc1ccc(NC(=O)C2CCCN2C(=O)Oc2ccccc2)cc1C (stereo not drawn)	3	8	17	1	-2	4	0	11	-1	-2	9
CCC(C)Sc1ccc([C@H]2N[C@@](C)(C(=O)OC)[C@H]3C(=O)N(CC)C(=O)[C@@H]23)cc1OC (stereo partly drawn)	-2	-12	4	-6	14	0	1	-9	-3	-5	-14
CCCCC(=O)NNC(=S)NC(=O)CCC	-9	12	1	5	-11	7	-1	9	5	1	5
Cc1ccc2c(NC(=O)c3ccco3)cccc2n1	-7	9	-6	-8	-17	-8	-8	-19	3	-9	4
Cc1csc(=O)n1CC(=O)OCC(=O)Nc1ccc(Cl)cc1F	12	-11	-14	5	-25	4	0	-17	-6	-10	-5
CCOc1ccc(CCN2C(=O)c3cccnc3C2=O)cc1OCC	23	-14	-13	7	-1	2	-14	-4	5	4	12
Cc1cccc(NC(=O)c2onc3c2CCCC3)n1	-10	52*	-61	-132	-7	7	-5	86*	31	-14	1
COCCCNC(=O)CCCn1c(=O)c2ccccc2n(CC(=O)Nc2c(C)cccc2C)c1=O	1	-14	-9	-3	-30	-2	-1	-14	4	-4	-7
CN1C(=O)NC(=O)C1c1ccccc1 (stereo not drawn)	6	-2	9	9	-40	-7	-3	-11	-2	18	2
COc1ccc(C(=O)c2c3ccc(C(F)(F)F)cc3[n+]([O-])n2CCCN)cc1	-5	-10	-11	2	-1	4	0	-14	-7	-5	-19
COc1cccc(Nc2nc(C(C)N)cs2)n1 (stereo not drawn)	-8	-1	5	-11	1	/	-12	2	/	6	12
O=C(Cc1cccs1)NCc1ccc2c(c1)OCO2	-67	-33	-18	-2	-36	2	3	9	-17	/	-2
CN(C)C(=O)C[n+]1ccc(/C=N/O)cc1	-6	-4	-1	21	2	7	-2	-5	3	1	6
CC(=O)N(C)C[C@H]1Oc2cc(Br)ccc2S(=O)(=O)N([C@H](C)CO)C[C@@H]1C	18	2	-2	-22	19	-4	-4	7	6	1	-8
O=C(Nc1ccc(F)cc1F)NC1CC1	13	11	-7	-10	15	-2	5	-4	-2	-1	-9
C=CCn1c(SCC(=O)N(C)C2CCS(=O)(=O)C2)nc2ccccc2c1=O (stereo not drawn)	1	13	2	14	17	-2	6	-8	-5	-1	-15
COc1ccc(Cn2c(=O)[nH]c3cc(C(=O)NCCCN4CCCC4)ccc3c2=O)cc1	-3	-20	-23	-53	-41	-6	7	33	-12	8	-16
O=C(NCCCCC(NC(=O)c1ccc([N+](=O)[O-])cc1)C(=O)O)c1ccc([N+](=O)[O-])cc1 (stereo not drawn)	-1	6	5	-5	-21	-10	-7	-10	4	4	-4
C/C(=C\C(=O)c1ccccc1)NNc1nc2ccccc2s1	-21	47	-15	-27	-15	-3	2	3	-4	7	2
CCOc1ccc(NC(=O)c2ccc3c(=O)n(-c4ccc(OC)cc4OC)c(=S)[nH]c3c2)cc1	-8	1	8	-34	-19	-3	-5	21	12	-5	16
COc1ccc(OCCNC(=O)c2cc(C3CC3)nc3c2cnn3C(C)C)cc1	-3	22	-6	-10	8	-5	-4	-14	-1	-3	-3
N#C/C(=C/c1ccc(OCc2ccccc2)cc1)C(=O)NC1CCCCC1	-2	-29	-29	9	-34	2	6	28	-13	-1	4
Cn1c(SCC(=O)c2ccccc2)nnc1-c1ccco1	-46	-42	-70	-70	-54	0	-4	-16	-5	10	-21
CCn1nnc2cc(C(=O)Nc3ccc(C(=O)OC(C)C)cc3)ccc21	1	18	12	11	10	6	-1	13	9	-18	-1
CCN(CC)S(=O)(=O)c1ccc(NS(=O)(=O)c2ccc(F)cc2)cc1	12	-16	-11	0	-21	-1	-3	-6	-1	/	4
COc1nc(N(C)S(=O)(=O)c2ccc(C)cc2)nc(C)c1Br	-6	4	0	-5	-6	-5	-15	1	-10	-26	1
Cc1ccc(/C(N)=N/OC(=O)c2ccco2)cc1	-78	-23	-130	-160	-57	15	0	39	-2	-2	-38
C=CCNc1cc(N2CCCC2)ccc1[N+](=O)[O-]	13	-13	0	37	14	-9	-8	-1	4	-11	-18
O=C1CC(c2cccc(Cl)c2)CC(O)=C1C=Nc1cccc(Cl)c1 (stereo not drawn)	0	-14	4	8	-25	4	6	-7	-3	-11	-2
Cc1ccc(NC(=O)C2COc3ccccc3O2)nc1 (stereo not drawn)	-112	-61	-99	-103	-53	8	6	0	-11	18	-55
Cc1ccnc(SCC(=O)Nc2cc(C)on2)n1	-12	1	4	-23	6	-4	6	-7	-7	-1	-4
COc1ccc(CN(C(C)=O)c2ccccc2C(=O)O)cc1	9	7	-1	16	2	-3	11	-4	-8	-1	-3
Cc1[nH]c2ccc(C(=O)O)cc2c1C	-5	3	6	10	-22	-6	-2	16	-11	-4	-20
COc1ccc(CC(=O)N(Cc2ccccc2)C(C)C)cc1	-1	-7	-17	-11	8	0	-4	-29	4	0	20
CCn1c(Cn2nnc(-c3ccccc3)n2)nnc1SCC(=O)Nc1cccc(C)c1C	17	-11	1	34	12	14	0	-4	8	2	-4
CC(C)n1c(SCC(=O)NC2CC2)nnc1-c1ccco1	-1	-8	7	3	-19	-7	8	-10	-2	-6	4
COc1cc(C(=O)Nc2ccc(N3CCOCC3)cc2)ccc1OCc1c(C)noc1C	16	4	5	-17	-17	0	6	-5	2	-3	8
O=C(NC1C2CCCC1CN(C1CC1)C2)c1ccc(Cl)cc1 (stereo not drawn)	3	12	14	-15	-3	1	3	10	-12	-3	-7
CSCCC(NC(=O)c1ccco1)C(=O)N(C)CC(=O)Nc1ccccc1Br (stereo not drawn)	2	-1	-13	18	2	-13	-2	5	2	-14	-8
O=C(c1cc2c(c(-c3cccc(-c4ccncc4)c3)n1)[C@H](CCO)N(C(=O)c1ccc3c(c1)OCO3)C2)N1CCOCC1	/	-8	/	11	-3	/	-7	12	/	/	-9
